# SSB-PriA inh – blocks PriA binding to SSB C-terminal tail | AlphaScreen SSBct-PriA binding, biotinylated peptide | inhibition, % at 33 µM | hit rate 0.6% among 430,000; in the data active means inhibition mostly above about 37%, no sharp cut-off; inactive means mostly below about 20%;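 further: plate controls were negative control peptide for no effect and reference peptide for full effect; strong numbers were not always called active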
# Active calls of the source: *; & = joins results of further samples. A portion of the library; the hit share may differ from the screen's.
Molecule	SSB-PriA inh
CC(C)Sc1ccc(CC(=O)NCCn2ccc(-c3ccsc3)n2)cc1	-4
COCCCNc1oc(-c2ccc(Cl)cc2)nc1S(=O)(=O)c1ccccc1	-17
NC(=O)Cn1c(CO)cnc1SCC(=O)NCc1ccc2c(c1)OCO2	-2
Cc1c(C(=O)NCCOc2ccc3c(c2)OCO3)cccc1[N+](=O)[O-]	-2
Cc1nc(N2CCC(NC(=O)Cc3cccs3)CC2)cc(C(F)(F)F)n1	-11
CC(=NNC(=O)CCCOc1ccc(Cl)cc1Cl)c1ccc(C)o1	-12
Cn1cccc1C=NNC(=O)C1COc2ccc(C(C)(C)C)cc2O1 (configuration not stated)	39*
N#Cc1cccnc1N1CCC(CNS(=O)(=O)c2ccc(C(F)(F)F)cc2)CC1	-1
O=c1cccc2n1CC1CC2CN(C(=S)Nc2ccc(F)cc2)C1 (configuration not stated)	-19
CC(=O)N1CCc2ccc(NC(=O)Cc3cccc4ccccc34)cc2C1	-16&-14
O=C(Cn1cnc2c(sc3ccccc32)c1=O)Nc1ccc(Br)cc1	-18
COc1cccc(C(=O)NCC2CCN(c3ncccn3)CC2)c1OC	-19
O=C(Nc1nnc(-c2cccs2)o1)c1ccc(Cl)s1	-2
O=C1NC(=O)C(=Cc2cccc3nccnc23)C(=O)N1	2
O=C(NCCC(O)c1ccsc1)C(=O)Nc1ccc(OC(F)(F)F)cc1 (configuration not stated)	-1
Cc1ccc(Cc2cnc(NC(=O)/C(C#N)=C\c3ccc(-c4ccccc4[N+](=O)[O-])o3)s2)cc1	10
NS(=O)(=O)c1ccc2nc(NC(=O)COc3ccccc3)sc2c1	-40&-19
Oc1ccc(C=NNP(=S)(c2ccccc2)c2ccccc2)cc1O	19
O=C(NCc1ccco1)C1COCC(=O)N1Cc1cccs1 (configuration not stated)	-40
COc1cc(C=NNC(=Nc2ccc(C)cc2)c2nc3ccccc3s2)ccc1O	6
COc1ccc(-n2nnc(C(=O)OCc3nc(-c4cccc(Cl)c4)oc3C)c2C)cc1	-9
O=c1cc(O)nc(C(F)(F)F)[nH]1	-17
CCCCc1ccc(S(=O)(=O)c2cnc(SCC(=O)NCCc3ccccc3)[nH]c2=O)cc1	-9
O=C(/C=C/c1ccc([N+](=O)[O-])cc1)Nc1cccc2c1C(=O)NC2=O	-8
O=C(Nc1ccc2c(c1)CN(C(=O)C1CC1)CC2)c1c(F)cccc1Cl	-3
CC(=O)c1sc(NC(=O)c2ccn(C)n2)nc1C	-3
CC(C)CCOC(=O)c1c(N)n(Cc2ccco2)c2nc3ccccc3nc12	-15
CCn1c(SCC(=O)Nc2ccc3c(c2)OCO3)nc2c(-c3ccc(C)cc3)csc2c1=O	-14
C=CCn1c(SCC(=O)Nc2sc(-c3ccccc3)cc2C(N)=O)nc2sc(C)c(C)c2c1=O	-6&7
Cc1onc(-c2ccccc2Cl)c1C(=O)Nc1nc(-c2cc([N+](=O)[O-])cs2)cs1	-4
Cc1ccc(S(=O)(=O)Nc2ccc(Br)cc2C=Nn2cnnc2)cc1	-5
NS(=O)(=O)c1ccc(N2C(=O)C(=O)C(=C(O)c3ccccc3)C2c2ccc(Cl)cc2)cc1 (configuration not stated)	3
CCCc1n[nH]c(=S)n1N	11
COc1cccc(C=NNc2cc(-n3nc(C)cc3-c3ccccc3)ncn2)c1O	-2
Cc1[nH]n(-c2ccccc2)c(=O)c1C=NNC(=O)C1COc2ccccc2O1 (configuration not stated)	18
CCS(=O)(=O)N1CCc2ccc(NC(=O)COc3ccc(Cl)cc3)cc2C1	-3
CCn1c(C)cc(O)c(C(c2ccccn2)N2CCC(C)CC2)c1=O (configuration not stated)	-9
Cc1cccc(N2CCN(c3nccnc3SCC(=O)Nc3ccc4c(c3)OCO4)CC2)c1C	-8
O=C(Cc1ccc(Cl)s1)Nc1cccc(-c2nc3ccccc3s2)c1	0
CN1CCC(NCc2cccs2)C1=O (configuration not stated)	-5
Cc1ccc(Sc2c(C)nn(-c3ccccc3)c2OC(=O)c2c(F)cccc2F)cc1	0
CN(C)c1cncc(O[C@H]2CCN(C(=O)Cc3ccccc3F)C2)n1	1
CCc1cccc2sc(N(CCCN3CCOCC3)C(=O)c3ccc4c(c3)OCCO4)nc12	28*
Fc1ccc(-c2cc3c(SCc4ccccc4F)nccn3n2)cc1	-11
Cn1nc(C(=O)NCc2ccsc2)ccc1=O	-5
Cc1cc(NC(=O)Cn2cnc3c(sc4cccc(F)c43)c2=O)ccc1Br	1
NS(=O)(=O)c1ccc(CCNC(=O)C2CN(S(=O)(=O)C3CC3)C2)cc1	-8
O=C(O)C[C@@H](C(=O)O)C(c1ccccc1)c1ccccc1	-3
CCOc1ccc2nc(NC(=O)c3cc(=O)c(OC)c[nH]3)sc2c1	-6
O=C(c1nnn(-c2ccccc2)c1-n1cccc1)N1CCC(O)(c2ccc(Cl)cc2)CC1	-1
O=C(CSc1ccc2nnc(-c3cccs3)n2n1)Nc1nccs1	-4
OC1CN(C2CCOCC2)C1	-8
Cn1ccc(C(=O)N=c2sc3cc(F)ccc3n2C)n1	-10
S=c1[nH]nc(CCCOc2ccc(Cl)cc2Cl)n1-c1ccccc1	5
O=C(Nc1ccccc1F)c1cc(C2CCN(C(=O)c3cccs3)CC2)[nH]n1	2
CCOc1ccc(NC(=O)Cn2cnc3c([nH]c4cc(OC)c(OC)cc43)c2=O)cc1	-14
O=C(NCc1ccc([C@@H](O)c2ccco2)s1)c1ccc(OC(F)(F)F)cc1	-3
COc1ccc(S(=O)(=O)NCC2CCN(C3CCCC3)CC2)c(OC)c1	-11
O=C(C[n+]1ccccc1)NN=Cc1ccccc1[N+](=O)[O-]	0
CC(C)(C)c1ccc(C(=O)NCC#CCOc2ccccc2C(N)=O)cc1	-9

# New compounds follow
Molecule	SSB-PriA inh
CN1CCN(C(=O)CSc2cccc3cccnc23)CC1	69
COCCN1CCC(CN)CC1	-2
Cc1ccc2nc(-c3ccc(NS(=O)(=O)c4cn(C)c(=O)n(C)c4=O)cc3)sc2c1	19
O=C(CSc1nc(CC(=O)NC2CC2)cc(=O)[nH]1)Nc1cccc(Cl)c1	-9
CCOc1ccc(C2NC(=O)NC(CS(=O)(=O)c3ccc4c(c3)CCCC4)=C2C(=O)OC)cc1 (configuration not stated)	23
O=C(NCc1cccs1)N1CCC(c2nnc(-c3ccsc3)o2)CC1	-4
Cc1ccc(-c2cnc(SCC(=O)Nc3ccc4c(c3)OCO4)o2)cc1C	-7
COc1ccc(CNC(=O)c2c[nH]c3ccc(F)cc3c2=O)cc1	-9
O=C(Cn1cnc2c(sc3ncccc32)c1=O)Nc1cccc(C(F)(F)F)c1	-4
Cc1cccn2cc(CCNC(=O)c3ccccc3F)nc12	-9
O=C(Cn1cnc2c(-c3ccc(Cl)cc3)csc2c1=O)Nc1ccccc1C(F)(F)F	-18
O=S(=O)(NCC(c1ccco1)N1CCc2ccccc2C1)c1cccs1 (configuration not stated)	8
O=c1c2nnn(Cc3cccc(Cl)c3)c2ncn1Cc1nc(-c2cccc(C(F)(F)F)c2)no1	-13
CC(C)c1ccc(C=Nn2c(-c3ccccc3)n[nH]c2=S)cc1	7
COc1cccc2sc(N(Cc3ccco3)C(=O)CSCc3ccccc3)nc12	-2
O=C(NN=Cc1ccc(-c2ccc(Cl)c(Cl)c2)o1)C(=O)N1CCCC1	-7
COC(=O)CNC(c1ccccc1)c1cc(C)ccc1N (configuration not stated)	8
O=C(Nc1ccccc1)c1ccc(=O)n(CC(=O)N2CCc3ccccc32)n1	-6
CCOc1nn(CC)cc1C(=O)N1CCN(c2ccccc2Cl)CC1	-6&-2
Cc1cc(C)c(NC(=O)CSc2nnc3[nH]c(=O)c(C)nn23)c(C)c1	0
COc1ccccc1NC(=O)N(Cc1cnc2ccccn12)C1CC1	2
Cc1ccc(SCC(=O)Nc2ccc(Br)cc2)cc1	-19
N#Cc1nccnc1N1CCC(CNC(=O)CSC2CCCC2)CC1	-13
C=CC(C)(C)OCC(O)Cn1cnc2ccccc21 (configuration not stated)	5
O=C(C1CC1)N1CCS[C@H]1c1ccc(C(F)(F)F)cc1	-2
COc1cccc(C=NNC(=O)c2cc(-c3ccccn3)nc3ccccc23)c1O	-5
CCOC(=O)c1c(-c2ccc(F)cc2)csc1NC(=O)CSc1nc2c(c(-c3ccccc3)c1C#N)C(=O)CC(C)(C)C2	1
Cc1nnsc1C(=O)Nc1cccc(-c2ccn[nH]2)c1	-2
COc1ccc(NC(=O)Cn2nnc(-c3nc(-c4ccc(C)cc4)no3)c2N)cc1OC	-24
O=c1cc2ncc(CCCO)cn2c(=O)[nH]1	-4
CCc1ccc(NC(=O)c2cc3ccccc3o/c2=N/NS(=O)(=O)c2ccc(F)c(Cl)c2)cc1	0
COc1ccc(CCNC(=O)NC(C)Cc2ccco2)cc1 (configuration not stated)	4
CC(C)=CCc1c2c(c(O)c3c(=O)c4c(oc13)-c1cc(O)c(O)cc1OC4C=C(C)C)C=CC(C)(C)O2 (configuration not stated)	6
Cn1c(C2CCCN(S(C)(=O)=O)C2)nn(CC(=O)NC2CCCCC2)c1=O (configuration not stated)	-21
O=S(=O)(Cc1ccc(Cl)cc1)c1nc2ccccc2nc1N1CCOCC1	-14
O=c1cc(-c2ccccc2)nc[nH]1	-8

# An excerpt from above in order of length of the SMILES, rising:
Molecule	SSB-PriA inh
Cc1nnsc1C(=O)Nc1cccc(-c2ccn[nH]2)c1	-2
CCOc1nn(CC)cc1C(=O)N1CCN(c2ccccc2Cl)CC1	-6&-2
O=C(Cc1ccc(Cl)s1)Nc1cccc(-c2nc3ccccc3s2)c1	0
Cc1ccc(S(=O)(=O)Nc2ccc(Br)cc2C=Nn2cnnc2)cc1	-5
CCc1cccc2sc(N(CCCN3CCOCC3)C(=O)c3ccc4c(c3)OCCO4)nc12	28*
Cc1onc(-c2ccccc2Cl)c1C(=O)Nc1nc(-c2cc([N+](=O)[O-])cs2)cs1	-4

# Back to the main list, starting three compounds before the break.
Molecule	SSB-PriA inh
Cn1c(C2CCCN(S(C)(=O)=O)C2)nn(CC(=O)NC2CCCCC2)c1=O (configuration not stated)	-21
O=S(=O)(Cc1ccc(Cl)cc1)c1nc2ccccc2nc1N1CCOCC1	-14
O=c1cc(-c2ccccc2)nc[nH]1	-8
O=S(=O)(NCCn1ccnc1-c1ncccn1)c1ccccc1F	29
CC(=O)Nc1ccc(S(=O)(=O)N2CCN(c3ccc(Cl)cc3)CC2)cc1	-4
Cn1nnc2c(N3CCN(CC(=O)NCc4ccccc4Cl)CC3)ncnc21	-9
O=C(NCCn1nc(-c2ccsc2)cc1C1CC1)c1cnn(-c2ccccc2)n1	-7
CCOC(=O)c1c(NC(=O)c2ccco2)sc2c1CCC(C)C2 (configuration not stated)	-5
O=S(=O)(Cc1cccc(F)c1)N1CCC(Oc2cccnn2)CC1	-12
COc1ccc(C(=O)CSc2ccc(-c3sc(-c4cccs4)nc3C)nn2)cc1	-13
COC(=O)c1sc(N2C(=O)C(=O)C(=C(O)c3ccccc3)C2c2ccco2)nc1C (configuration not stated)	3
O=C(Nc1ccc(S(=O)(=O)N2CC3CC(C2)c2cccc(=O)n2C3)cc1)C12CC3CC(CC(C3)C1)C2 (configuration not stated)	0
COc1cc(NC(=O)Nc2ccc(Cl)c(N3CCCS3(=O)=O)c2)cc(OC)c1	-2
CC(C)c1nnc(C2CCN(C(=O)Nc3ccc(C(C)(C)C)cc3)CC2)o1	5
CNC(=O)c1ccsc1NC(=O)C1Oc2ccccc2OC1C (configuration not stated)	-6
CCOC(=O)C1=C(C)NC(C)=C(C(=O)OCC)C1c1ccc(Cl)cc1	-17
CCCCOC(=O)c1ccc(NC(=O)CC2CCCCN2S(=O)(=O)c2ccc(C)cc2)cc1 (configuration not stated)	8&14
Cc1cc(C)n(CCNC(=O)C2CCN(C(=O)NCc3cccs3)CC2)n1	-5
O=C(O)CSc1ccc(NC(=O)C2CC2)nn1	-5
O=S(=O)(Cc1cccc(C(F)(F)F)c1)N1CCc2ncncc2C1	-2
COCCN1CCC(CNC(=O)NC(C)C)CC1	-12
Cc1ccc(S(=O)(=O)Nc2ccccc2C(=O)Nc2nc3c(Cl)ccc(Cl)c3s2)cc1	-30&-8
Cc1nc2scc(-c3cccc(NC(=O)COc4ccc5c(c4)OCO5)c3)n2c(=O)c1C	-13
O=C(CSCc1ccccc1)NCCOc1ccc2nnc(-c3ccccc3)n2n1	0
O=C(OCc1ccc([N+](=O)[O-])cc1)C1CCN(S(=O)(=O)c2cccc3cccnc23)CC1	-5
O=C(Nc1ccc2c(c1)N(C(=O)C1CC1)CCC2)C(=O)Nc1ccccc1Cl	-35&-4
COc1ccc(C=Nn2c(COc3ccccc3)n[nH]c2=S)cc1OC	6
Cc1ccc(Cn2c(SCC(=O)Nc3ncn[nH]3)nc3ccccc3c2=O)cc1	90*
CS(=O)(=O)c1ccc(-c2ccc(NC(=O)Cc3cccs3)cc2)nn1	5&-1
Cc1ccc(NCCNC(=O)Nc2cccc(F)c2)nn1	-16
Nc1nc(Nc2ccccc2)nc(Nc2cccc(F)c2)c1[N+](=O)[O-]	-16
O=C(Cn1c(O)c(C=C2C=Nc3ccc(Br)cc32)sc1=O)N1CCCC1	8
COC(=O)C1CCN(C(=O)c2csc(Nc3ccc(S(C)(=O)=O)cc3)n2)CC1	-6
COc1ccc2nc(-c3nc4ccccc4s3)sc2c1	-23
Cc1cc(N)n(-c2nc(-c3cccs3)cs2)n1	4
O=C(CCCc1ccccc1)NCCOc1ccccc1	-11
Cc1cccc(Cn2c(=O)c3c(N4CCN(C(=O)c5ccco5)CC4)ccnc3n(C)c2=O)c1	16

# Assay outcomes as filed in PubChem.
